Tb MetRS inh: Trypanosoma brucei MetRS inhibition. purified T. brucei MetRS, ATP depletion, Kinase-Glo luminescence. inhibition, % at 11.9 µM. actives 0.4% (n = 360,000);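 active means inhibition above a per-plate cutoff of the control wells' mean inhibition plus 3 SD, cut at about 5.5% in these data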;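 further: 0% = DMSO wells median and 100% = median of wells with control inhibitor compound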
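Measured by: Kinase-Glo luciferase luminescence reporting remaining unconsumed ATP. Material: purified T. brucei MetRS enzyme. Doses: 11.9 µM compound single dose, 0.9% DMSO. Medium: HEPES buffer containing pyrophosphatase, BSA, spermine, DTT. Times: 15 min preincubation, 2 h reaction, all 25 °C. Reagent: methionine, ATP and bulk E. coli tRNA.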
PABP1 MLLE inh: blocks PAM2 peptide binding to the PABP1 MLLE domain; P11940; GST-MLLE / FITC-PAM2 fluorescence polarization; inhibition, % at 20 µM; actives 0.36% (n = 360,000); in the data active means inhibition above about 35%, passing the limit was not always enough;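 further: plate controls were DMSO wells with GST-MLLE for no effect and wells lacking GST-MLLE protein for full effect; some results filed as inactive read as strong as hits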
Target sequence (P11940 whole entry, looked up, the tested form may be a part): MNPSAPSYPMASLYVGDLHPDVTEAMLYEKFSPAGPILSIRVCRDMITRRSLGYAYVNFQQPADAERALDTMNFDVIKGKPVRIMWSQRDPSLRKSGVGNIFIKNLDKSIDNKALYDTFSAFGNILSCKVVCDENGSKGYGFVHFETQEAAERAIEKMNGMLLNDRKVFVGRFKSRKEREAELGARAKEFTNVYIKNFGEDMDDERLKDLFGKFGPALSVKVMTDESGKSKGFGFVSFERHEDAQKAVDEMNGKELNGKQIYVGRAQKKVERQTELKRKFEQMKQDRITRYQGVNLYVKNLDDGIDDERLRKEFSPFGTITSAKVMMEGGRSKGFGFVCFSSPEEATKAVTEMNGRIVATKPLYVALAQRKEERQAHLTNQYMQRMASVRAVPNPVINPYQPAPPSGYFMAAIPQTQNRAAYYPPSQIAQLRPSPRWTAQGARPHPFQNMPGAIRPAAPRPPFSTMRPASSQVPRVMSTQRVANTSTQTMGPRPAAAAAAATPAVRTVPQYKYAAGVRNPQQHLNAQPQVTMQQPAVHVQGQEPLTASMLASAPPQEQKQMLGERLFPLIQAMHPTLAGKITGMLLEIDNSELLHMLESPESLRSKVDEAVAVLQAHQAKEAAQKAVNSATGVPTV
E coli Lon inh: inhibitors of E. coli Lon protease; purified E. coli Lon protease, fluorescence polarization; P0A9M0; inhibition, % at 7.94 µM; actives 0.42% (n = 360,000); AID 602123; in the data active means inhibition above about 13%, passing the limit was not always enough;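 further: 0% = enzyme with probe and DMSO and 100% = no enzyme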
NRP1-CendR mod: NRP-1/CendR interaction modulation. FAM-RPARPAR peptide binding to NRP-1, fluorescence polarization. actives 0.85% (n = 360,000). inhibition, % at 25 µM. O14786;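 active means inhibition or corrected inhibition above about 18%, plus a signal ratio from 0.5 to 1.5, limit read from the data, passing the limit was not always enough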; further: strong numbers were not always called active
bovine MsrA act: bovine methionine sulfoxide reductase A activation; actives 0.3% (n = 360,000); activation, % at 10.6 µM; purified bovine MsrA, absorbance read-out; in the data active means activation above about 7.5%;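 further: 0% = vehicle and 100% = reference activator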
MT1-MMP act inh: blocks activation of human MT1-MMP | P50281 | HT1080 RFP-PRO-GFP cells, GFP/RFP ratio fluorescence, overnight; percent of plate control window, DMSO zero | GFP/RFP ratio change, % at 20 µM | actives 0.061% (n = 360,000) | AID 651647;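 active means GFP/RFP ratio change of at least 30% with cell ATP level not reduced by more than half and red fluorescence within 50% of control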; further: strong numbers were not always called active
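Assay system: HT1080 RFP-PRO-GFP cells | Dosing: 20 µM single dose, 1% DMSO | Incubation: Cells overnight before dosing, compound overnight, 37 °C, 5% CO2 | Evaluation: GFP/RFP fluorescence ratio | Control set: DMSO-only wells and HT1080 RFP-L50D-GFP cell wells as references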
MsrA inhibitor: inhibitors of bovine MsrA | purified bovine MsrA, absorbance read-out | inhibition, % at 15.5 µM | actives 0.75% (n = 360,000); in the data active means inhibition above about 4.5%;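 further: 0% = vehicle wells with enzyme and 100% = reference inhibitor wells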
FAS TE block: blocks the thioesterase domain of human fatty acid synthase. recombinant FAS-TE, OMFH fluorogenic substrate, fluorescence endpoint. inhibition, % at 15 µM. actives 0.67% (n = 360,000);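 active means compounds whose normalised, plate-corrected inhibition of enzyme fluorescence in the single-dose primary screen is 50% or more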;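 further: 0% = DMSO with enzyme and 100% = substrate without enzyme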
SKN-1 inh: C. elegans SKN-1 inhibition; C. elegans VP596 Pgst-4::GFP/RFP ratio, acrylamide-induced, 24 h; inhibition, % at 21.8 µM; actives 0.49% (n = 360,000);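 active means interference check ratio from 0.5 to 1.5 plus GFP to RFP signal ratio inhibition reaching or exceeding a fixed threshold, cut at about 30% in these data, passing the limit was not always enough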; further: some compounds called inactive have numbers as strong as hits
An asterisk follows results filed as active.

CCC(Sc1nc2ccccc2c(=O)n1CC1CCCO1)C(=O)NCc1cccnc1 (stereo not given) was read as Tb MetRS inh -0.7, PABP1 MLLE inh 5.7, E coli Lon inh -2.7, NRP1-CendR mod 2.8, bovine MsrA act -1.8, MT1-MMP act inh 3.5, MsrA inhibitor 0.5, FAS TE block -7.0 and SKN-1 inh -31.3.
Screening COc1ccccc1N1CCN(c2nc(C)cc(=O)[nH]2)CC1 returned Tb MetRS inh -0.5, PABP1 MLLE inh -3.0, E coli Lon inh 4.0, NRP1-CendR mod 4.7, bovine MsrA act -0.7, MT1-MMP act inh 0.4, MsrA inhibitor -0.9, FAS TE block -3.8 and SKN-1 inh -2.3.
`COCCN(C(=O)CSc1nnc(Nc2ccccc2F)s1)c1c(N)n(Cc2ccccc2)c(=O)[nH]c1=O` gave Tb MetRS inh -1.8, PABP1 MLLE inh -41.9, E coli Lon inh -3.4, NRP1-CendR mod -8.0, bovine MsrA act -6.1, MT1-MMP act inh -1.8, MsrA inhibitor 0.3, FAS TE block -4.0 and SKN-1 inh -10.2.
Cc1ccc(C(=O)NCCSC(C)(C)C)cc1 was read as Tb MetRS inh 0.5, PABP1 MLLE inh -6.9, E coli Lon inh -5.3, NRP1-CendR mod 4.3, bovine MsrA act -1.4, MT1-MMP act inh -1.2, MsrA inhibitor 0.1, FAS TE block -3.8 and SKN-1 inh 8.7.
For CCOP(=O)(Nc1cccc2oc(=O)c3ccccc3c12)OCC the results were Tb MetRS inh -0.4, PABP1 MLLE inh -0.2, E coli Lon inh -6.7, NRP1-CendR mod 12.7, bovine MsrA act -2.0, MT1-MMP act inh 1.7, MsrA inhibitor 2.2, FAS TE block -15.5 and SKN-1 inh 11.4.
`O=C(CN1C(=O)c2ccccc2S1(=O)=O)Nc1cc(S(=O)(=O)N2CCCCC2)ccc1Cl` gave Tb MetRS inh -0.3, PABP1 MLLE inh 0.6, E coli Lon inh -7.7, NRP1-CendR mod -2.7, bovine MsrA act -2.4, MT1-MMP act inh 0.0, MsrA inhibitor 1.1, FAS TE block 17.2 and SKN-1 inh 15.0.
For COc1cc(CCC(=O)OCC(=O)NCC2CCCCC2)cc(OC)c1OC the results were Tb MetRS inh -0.3, PABP1 MLLE inh -6.3, E coli Lon inh -1.9, NRP1-CendR mod -7.2, bovine MsrA act -2.8, MT1-MMP act inh -2.6, MsrA inhibitor -0.3, FAS TE block -1.7 and SKN-1 inh -6.2.
For COc1ccc(OC)c(NC(=O)CSc2nnc3ccc(-c4ccncc4)nn23)c1 the results were Tb MetRS inh -0.6, PABP1 MLLE inh -7.3, E coli Lon inh -2.1, NRP1-CendR mod -9.0, bovine MsrA act -3.4, MT1-MMP act inh 3.9, MsrA inhibitor 1.9, FAS TE block -4.2 and SKN-1 inh 1.4.
For O=C(CC(c1cccs1)S(=O)(=O)c1ccccc1)c1ccc(F)cc1 (stereo not given) the results were Tb MetRS inh -0.3, PABP1 MLLE inh 12.9, E coli Lon inh 3.5, NRP1-CendR mod -4.9, bovine MsrA act -2.6, MT1-MMP act inh 1.6, MsrA inhibitor 0.4, FAS TE block -9.6 and SKN-1 inh -0.7.
O=C(Cn1cc([N+](=O)[O-])cn1)Nc1cccnc1 was read as Tb MetRS inh 0.4, PABP1 MLLE inh 4.7, E coli Lon inh -4.8, NRP1-CendR mod -6.3, bovine MsrA act -1.5, MT1-MMP act inh 4.6, MsrA inhibitor 0.1, FAS TE block -0.8 and SKN-1 inh -1.9.
For COc1ccc(NC(=O)C2CCCCN2N)cc1OCC(C)C (stereo not given) the results were Tb MetRS inh 0.1, PABP1 MLLE inh 2.4, E coli Lon inh 3.4, NRP1-CendR mod -5.8, bovine MsrA act 0.5, MT1-MMP act inh 3.6, MsrA inhibitor 0.8, FAS TE block 2.5 and SKN-1 inh 4.1.
For Cc1cc(=O)n(CCCc2ccccc2)[nH]1 the results were Tb MetRS inh 0.4, PABP1 MLLE inh 19.7, E coli Lon inh 15.3, NRP1-CendR mod 2.3, bovine MsrA act -1.9, MT1-MMP act inh 3.7, MsrA inhibitor -0.2, FAS TE block -11.2 and SKN-1 inh 28.0.
Cc1ccc(OCC(=O)Nc2cc(-c3nn4c(C)nnc4s3)ccc2C)cc1 was read as Tb MetRS inh 0.1, PABP1 MLLE inh -18.8, E coli Lon inh -2.0, NRP1-CendR mod -16.3, bovine MsrA act 9.7*, MT1-MMP act inh 0.9, MsrA inhibitor 1.1, FAS TE block -1.9 and SKN-1 inh -13.6.
For CCOc1ccc(S(=O)(=O)NC2CC2)cc1 the results were Tb MetRS inh -0.3, PABP1 MLLE inh 4.6, E coli Lon inh -1.4, NRP1-CendR mod 6.2, bovine MsrA act -1.3, MT1-MMP act inh -1.3, MsrA inhibitor 1.3, FAS TE block -4.3 and SKN-1 inh 5.7.
Screening Cc1cc(CNC(=O)COC(=O)Cn2[nH]c(=O)c3ccccc3c2=O)cc(C)c1O returned Tb MetRS inh -0.5, PABP1 MLLE inh -8.3, E coli Lon inh -9.8, NRP1-CendR mod 4.1, bovine MsrA act -9.0, MT1-MMP act inh 1.8, MsrA inhibitor 1.7, FAS TE block -3.6 and SKN-1 inh 0.7.
For O=C(Nc1ccccc1[N+](=O)[O-])C1(c2ccccc2)CCOCC1 the results were Tb MetRS inh -0.3, PABP1 MLLE inh -1.1, E coli Lon inh 4.0, NRP1-CendR mod 4.8, bovine MsrA act -3.3, MT1-MMP act inh 0.8, MsrA inhibitor 0.0, FAS TE block 4.5 and SKN-1 inh -9.0.
For COc1ccc(N2CCN(C(=O)CSc3nnc4ncccn34)CC2)cc1 the results were Tb MetRS inh -0.6, PABP1 MLLE inh 9.8, E coli Lon inh 2.2, NRP1-CendR mod -3.9, bovine MsrA act -3.2, MT1-MMP act inh -3.8, MsrA inhibitor 0.5, FAS TE block -1.7 and SKN-1 inh 7.1.
`CN(C)S(=O)(=O)c1ccc(C(=O)NCc2nnc(SCC(=O)c3ccccc3)o2)cc1` gave Tb MetRS inh -0.4, PABP1 MLLE inh -25.8, E coli Lon inh -1.6, NRP1-CendR mod -3.5, bovine MsrA act -12.4, MT1-MMP act inh 2.5, MsrA inhibitor -0.3, FAS TE block -4.2 and SKN-1 inh 4.3.
`COc1cc(-c2nc3n(n2)C(c2ccncc2)C2=C(CCCC2=O)N3)cc(OC)c1OC` (stereo not given) gave Tb MetRS inh -0.2, PABP1 MLLE inh 11.3, E coli Lon inh -5.5, NRP1-CendR mod 10.6, bovine MsrA act -5.2, MT1-MMP act inh 3.3, MsrA inhibitor 0.7, FAS TE block -6.4 and SKN-1 inh -3.9.
For COC(=O)c1ccccc1S(=O)(=O)N1CCC(C(=O)Nc2ccccc2N2CCOCC2)CC1 the results were Tb MetRS inh -0.2, PABP1 MLLE inh 0.7, E coli Lon inh -1.8, NRP1-CendR mod 0.4, bovine MsrA act -2.9, MT1-MMP act inh -5.1, MsrA inhibitor 0.5, FAS TE block -1.8 and SKN-1 inh -8.8.
For Cc1ccc(S(=O)(=O)Nc2ccc(-c3nnc(SCc4ccccc4Cl)o3)cc2)cc1 the results were Tb MetRS inh 0.4, PABP1 MLLE inh -14.7, E coli Lon inh 2.0, NRP1-CendR mod -8.7, bovine MsrA act -1.6, MT1-MMP act inh -4.0, MsrA inhibitor 0.3, FAS TE block 41.1 and SKN-1 inh -9.3.
For CCNC1(C(N)=O)CCN(Cc2ccccc2)CC1 the results were Tb MetRS inh -0.5, PABP1 MLLE inh 8.6, E coli Lon inh -5.6, NRP1-CendR mod 1.4, bovine MsrA act -6.2, MT1-MMP act inh -2.3, MsrA inhibitor 0.9, FAS TE block -5.0 and SKN-1 inh -13.6.
`O=C(NCCCOc1ccc([N+](=O)[O-])cc1Cl)OCc1ccccc1` gave Tb MetRS inh 0.9, PABP1 MLLE inh 1.5, E coli Lon inh 1.8, NRP1-CendR mod 3.2, bovine MsrA act -1.6, MT1-MMP act inh 2.3, MsrA inhibitor 0.8, FAS TE block 35.5 and SKN-1 inh 14.2.
O=C(CCN1CCC(c2ccccc2)C1)c1cccs1 (stereo not given) was read as Tb MetRS inh -0.2, PABP1 MLLE inh 28.5, E coli Lon inh 1.2, NRP1-CendR mod 7.1, bovine MsrA act -2.3, MT1-MMP act inh 0.4, MsrA inhibitor -0.5, FAS TE block -3.9 and SKN-1 inh -2.5.

The final 2 entries of the part before lead into the next.
`O=C(NCCCOc1ccc([N+](=O)[O-])cc1Cl)OCc1ccccc1` gave Tb MetRS inh 0.9, PABP1 MLLE inh 1.5, E coli Lon inh 1.8, NRP1-CendR mod 3.2, bovine MsrA act -1.6, MT1-MMP act inh 2.3, MsrA inhibitor 0.8, FAS TE block 35.5 and SKN-1 inh 14.2.
O=C(CCN1CCC(c2ccccc2)C1)c1cccs1 (stereo not given) was read as Tb MetRS inh -0.2, PABP1 MLLE inh 28.5, E coli Lon inh 1.2, NRP1-CendR mod 7.1, bovine MsrA act -2.3, MT1-MMP act inh 0.4, MsrA inhibitor -0.5, FAS TE block -3.9 and SKN-1 inh -2.5.
For CCC(=O)Nc1cccc(NC(=O)c2ccc(C)cc2Cl)c1 the results were Tb MetRS inh 0.2, PABP1 MLLE inh -14.3, E coli Lon inh -7.3, NRP1-CendR mod -9.3, bovine MsrA act -1.9, MT1-MMP act inh 0.0, MsrA inhibitor -0.7, FAS TE block -3.7 and SKN-1 inh 0.1.
`CCN(CC)CCCNC(=O)c1cn(C)c2ccc(S(=O)(=O)N(C)C3CCCCC3)cc2c1=O` gave Tb MetRS inh -0.5, PABP1 MLLE inh 11.0, E coli Lon inh 21.3*, NRP1-CendR mod 13.2, bovine MsrA act -10.6, MT1-MMP act inh -3.6, MsrA inhibitor 1.8, FAS TE block -6.9 and SKN-1 inh -2.2.
Cc1ccc(SCCC(=O)Nc2ccc(OCc3ccccc3)cc2)cc1 was read as Tb MetRS inh -1.1, PABP1 MLLE inh 1.5, E coli Lon inh -6.2, NRP1-CendR mod 1.7, bovine MsrA act -5.0, MT1-MMP act inh -2.2, MsrA inhibitor -0.7, FAS TE block -7.3 and SKN-1 inh -5.1.
For O=C(NCC(=O)N(c1ccccc1)C(C(=O)NC1CCCC1)c1ccncc1)c1ccco1 (stereo not given) the results were Tb MetRS inh -2.9, PABP1 MLLE inh -9.6, E coli Lon inh -10.9, NRP1-CendR mod 18.8, bovine MsrA act -12.0, MT1-MMP act inh -0.8, MsrA inhibitor -1.0, FAS TE block -16.9 and SKN-1 inh -0.3.
`O=C(OCC(O)CO)c1ccccc1Nc1ccnc2cc(Cl)ccc12` (stereo not given) gave Tb MetRS inh 0.0, PABP1 MLLE inh -10.2, E coli Lon inh -3.4, NRP1-CendR mod -21.1, bovine MsrA act -0.5, MT1-MMP act inh 2.3, MsrA inhibitor 3.5, FAS TE block 10.1 and SKN-1 inh -11.1.
Screening Cc1ccccc1NC(=O)COC(=O)/C=C/c1cccc(C(F)(F)F)c1 returned Tb MetRS inh -0.4, PABP1 MLLE inh 18.6, E coli Lon inh -9.5, NRP1-CendR mod -7.4, bovine MsrA act -4.4, MT1-MMP act inh -0.4, MsrA inhibitor 0.3, FAS TE block -5.5 and SKN-1 inh -0.9.
`CC1(C(=O)NC2CCCCCCC2)CC1(Cl)Cl` (stereo not given) gave Tb MetRS inh -1.5, PABP1 MLLE inh -10.3, E coli Lon inh 0.2, NRP1-CendR mod -11.6, bovine MsrA act -10.0, MT1-MMP act inh -3.3, MsrA inhibitor 0.5, FAS TE block -9.3 and SKN-1 inh -14.3.
